Assay outcomes: PubChem, National Center for Advancing Translational Sciences (NCATS)
HCV inh: HCV inhibition. Potency, µM (series often up to 41.8 µM), for inactives: top-dose activity change, negative = inhibition, usual class: inhibitors. AID 651820. 340,000 compounds, 3.4% hits. Huh7.5.1 HCVcc-Cre infection, luciferase reporter, 44 h; further: potency means the concentration at half of the fitted maximal effect
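Cells seeded at 1,000/well and cultured 4 h, then compounds added followed by HCVcc-Cre virus (~0.5 moi). After 44 h further culture, luciferase substrate was added, plates held 15 min at room temperature, and luminescence read for 15 sec.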
HCMV antiviral: blocks human cytomegalovirus replication | HFF cells, HCMV-luciferase reporter, 72 h; active compounds read low | activity change, negative = inhibition, % at 57.5 µM | 410,000 compounds, 4.5% hits | AID 1259415; in the data active means activity change below about -60%; inconclusive means no clear call, values can overlap the other calls; inactive means above about -39%
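After 16 h attachment at 37C, HFF cells received test compound and HCMV-luciferase (1 PFU/cell); reporter luminescence read 72 h later, data normalized against buffer-only and known inhibitor Salinomycin.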
LmPK inh: blocks Leishmania mexicana pyruvate kinase activity | 290,000 compounds, 0.37% hits | purified LmPK, Kinase-Glo ATP luminescence, 1 h | Q27686 | Potency, µM (highest dose often 57.5 µM), inactives show at the top dose activity change, negative = inhibition, usual class: inhibitors; further: potency means the concentration at half of the fitted maximal effect
Target sequence (Q27686 whole entry, looked up): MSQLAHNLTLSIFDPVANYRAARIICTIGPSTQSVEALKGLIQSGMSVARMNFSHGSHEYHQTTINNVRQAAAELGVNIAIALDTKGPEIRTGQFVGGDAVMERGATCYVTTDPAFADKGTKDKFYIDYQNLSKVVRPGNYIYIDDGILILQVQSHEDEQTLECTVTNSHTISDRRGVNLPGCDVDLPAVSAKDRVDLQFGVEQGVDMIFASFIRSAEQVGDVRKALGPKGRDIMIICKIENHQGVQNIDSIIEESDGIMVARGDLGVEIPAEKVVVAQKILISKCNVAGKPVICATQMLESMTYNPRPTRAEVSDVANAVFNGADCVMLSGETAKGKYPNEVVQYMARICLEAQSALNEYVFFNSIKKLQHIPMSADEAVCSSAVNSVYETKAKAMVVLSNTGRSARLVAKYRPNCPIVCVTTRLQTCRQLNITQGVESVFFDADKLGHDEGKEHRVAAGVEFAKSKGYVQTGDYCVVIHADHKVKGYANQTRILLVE
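Pyruvate kinase activity monitored as ATP production (luciferase luminescence). Conditions: 0.1 nM enzyme, 0.5 mM PEP, 0.1 mM ADP, 1 h, RT; normalized against uninhibited and no-enzyme wells.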
AMA1 RON2 block: disrupts binding of P. falciparum AMA1 to RON2; AlphaScreen AMA1-biotinylated RON2 peptide binding; Potency, µM (titrated, usually from 58.2 µM), for the others: at the top dose activity change, negative = inhibition, hits mostly inhibitors; 360,000 compounds, 0.2% hits;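 further: potency means the concentration at half of the fitted maximal effect; 0% = vehicle wells and -100% = peptide control; nearly all actives have a fitted effect of over 45% in size; some results filed as inactive show a strong effect at the top dose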
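AMA1 (3D7) with his tag at 25 nM final met compounds first, then biotinylated RON2 peptide at 25 nM; detection used donor plus acceptor beads, 10 µg/mL apiece, read by AlphaScreen after 30 min at room temperature.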
AmpC no deterg: blocks E. coli AmpC beta-lactamase in detergent-free assay. P00811. AmpC nitrocefin hydrolysis, absorbance 480 nm, 0.0001% Triton. Potency, µM (doses to about 57.1 µM), for the others: at the top dose activity change, negative = inhibition, usual class: inhibitors. 330,000 compounds, 0.52% hits. AID 485341;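 further: potency means the concentration at half of the fitted maximal effect; plate controls were no compound for no effect and no enzyme for full effect; nearly all actives have a fitted effect of over 20% in size; some results filed as inactive show a strong effect at the top dose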
Target sequence (P00811 whole entry, looked up): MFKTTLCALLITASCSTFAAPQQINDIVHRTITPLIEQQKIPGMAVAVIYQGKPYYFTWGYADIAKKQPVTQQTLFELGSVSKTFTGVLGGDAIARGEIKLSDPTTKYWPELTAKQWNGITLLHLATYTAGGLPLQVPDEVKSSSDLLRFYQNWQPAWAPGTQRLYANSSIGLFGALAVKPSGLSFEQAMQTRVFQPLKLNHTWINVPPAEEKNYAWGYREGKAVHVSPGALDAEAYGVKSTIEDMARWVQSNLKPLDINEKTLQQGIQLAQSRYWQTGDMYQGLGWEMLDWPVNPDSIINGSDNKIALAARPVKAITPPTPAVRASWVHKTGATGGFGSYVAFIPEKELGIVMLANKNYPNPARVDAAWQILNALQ
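AmpC (5.3 nM in the dispensed reagent) in 20 mM phosphate pH 7.0 with 0.01% (detergent screen) or 0.0001% Triton X-100 was preincubated with compounds for 15 min at room temperature. Nitrocefin was then added from an 800 uM solution, and hydrolysis was followed at 480 nm.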
Tb PYK inh: T. brucei pyruvate kinase inhibition. 410,000 compounds, 0.12% hits. Potency, µM (top dose mostly 76.8 µM), for inactives: at the highest dose activity, negative = inhibition, usual class: inhibitors. TbPYK enzyme, Kinase-Glo Plus ATP luminescence, 45 min; further: potency means the concentration at half of the fitted maximal effect; nearly all actives have a fitted effect of over 50% in size
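T. brucei PYK with substrate was exposed to pin-transferred compounds across a concentration series, then started with 130 uM ADP (final). After 45 min at room temperature, Kinase-Glo Plus luminescence was read, normalized and curve-fitted.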
AmpC detergent: AmpC beta-lactamase inhibition with detergent present; P00811; AmpC hydrolysis of nitrocefin, absorbance 480 nm, 0.01% Triton; Potency, µM (titrated, usually from 114 µM), for the others: at the highest dose activity change, negative = inhibition, actives largely listed as inhibitors; 370,000 compounds, 0.041% hits;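 further: potency means the concentration at half of the fitted maximal effect; 0% = no-compound wells and -100% = no-enzyme wells; nearly all actives have a fitted effect of over 25% in size; some results filed as inactive show a strong effect at the top dose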
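20 mM phosphate pH 7.0 + 0.01% (detergent screen) or 0.0001% Triton X-100; 5.3 nM AmpC reagent; cpd preinc 15 min RT; nitrocefin (800 uM stock) to start; A480 q20 s × 4 min; Activity was normalised to no-enzyme and no-compound control wells.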
Active calls of the source: *; ? = inconclusive; · = no result given; & = joins results of further samples; [ ] = another dose, or the depositor's remark. Unless noted, the call rests on the fitted dose curve; in most records, active means well fitted curve in the direction sought with a large enough effect; inconclusive means small, poorly fitted or top-dose-only effect, or another doubt; inactive means no such curve, though single readings can be large; an effect the other way counts as inactive or inconclusive. Unless noted, on the % scale 0 is the no-effect control and ±100 the full control effect.

Results follow in this order: HCV inh, HCMV antiviral, LmPK inh, AMA1 RON2 block, AmpC no deterg, Tb PYK inh, AmpC detergent
- CCCCCCn1c(=O)n2n(c1=O)[C@@H]1CN(S(=O)(=O)c3ccc(C)cc3)C[C@]1(O)[C@@H](OC(=O)NCC1CCCCC1)C2
  ·, -21, ·, -8%, ·, 3%, ·
- COc1ccc(CC(=O)NCCS(=O)(=O)N2CCN(c3ccccc3)CC2)cc1
  -12%, -30, ·, 11%, ?, -3%, ?
- CC(=O)OC1C2CCC1C(N1CCCC1)CC2 (stereo not drawn)
  8%, 27, 0%, -3%, -17%, 1%, 6%
- Cc1nc(C(Cl)(Cl)Cl)nc2[nH]ccc(=O)c12
  13%, 10, 2%, 3%, -10%, -24%, 5%
- COc1ccc(NC(=O)C(CC(=O)O)Cc2ccc(C)cc2)cc1 (stereo not drawn)
  0%, -38, 0%, -20%, -8%, -20%, 1%
- COc1ccc(NC(=S)N2CCC(N(C)CCN3CCOCC3)CC2)cc1Cl
  -12%, 4, -5%, 2%, -21%, -10%, -10%
- COc1ccc(/C=N/NC(=O)c2ccc(N(C)S(=O)(=O)c3ccccc3)cc2)cc1
  13µM*, -30, 5%, 43%[activator], -22%, -9%, -9%
- O=C(CSc1ncc(-c2ccc(F)cc2)[nH]1)N1CCCCC1
  12%, -22, 2%, -11%, -3%, 8%, 2%
- Cc1ccc(CC(=O)Nc2ccc(S(=O)(=O)Nc3nccc(C)n3)cc2)cc1
  27%, -2, 0%, 8%, -27%, 5%, -3%
- O=C(Cn1ncc2ccsc2c1=O)N1CCC2(CC1)OCCO2
  -23%, 17, 2%, -1%, -14%, 0%, -1%
- COC(Cc1nnc(SC)n1-c1ccccc1)OC
  25%, 28, -4%, -2%, 4%, -1%, ?
- O=C(Cn1cc(C(F)(F)F)ccc1=O)Nc1cccc(S(=O)(=O)N2CCOCC2)c1
  12%, ?, 3%, -10%, -39%, -14%, -7%
- CCN(CC)CCCN(Cc1cc2cc(OC)ccc2[nH]c1=O)C(=O)Nc1ccccc1
  ?, ·, -2%, 6%, 13%, -1%, -12%
- COc1ccc(CNC(=O)CC(c2ccc(OC)c(OC)c2)N2Cc3ccccc3C2=O)cc1 (stereo not drawn)
  ·, -9, ·, ·, ·, 4%, 3%
- O=C1c2ccccc2C(c2nnnn2-c2ccc3c(c2)OCCO3)N1Cc1ccc2c(c1)OCO2 (stereo not drawn)
  ·, -19, ·, -11%, ·, 2%, ·
- CCOC(=O)c1cnc2ccc(OCC)cc2c1Nc1cc(Cl)c(OC)cc1OC
  ·, 11, ·, ·, ·, -4%, 2%
- Nc1nc(SCc2ccc(Cl)cc2Cl)nc2nc3c(cc12)CCCC3
  8.9µM*, ?, 2%, -10%, 16µM*, -2%, -4%
- Cc1cc(C)cc(NC(=O)CSc2nc3c(c(=O)[nH]2)CN(Cc2ccc(F)cc2)CC3)c1
  22%, 11&-7, -2%, 13%, -28%, 1%&-8%, -6%&-12%
- O=C1C=C(NCc2ccc(Cl)c(Cl)c2)C2(CCCCC2)O1
  -9%, ?, 7%, -3%, -24%, 11%, ?
- C=CCn1c(=O)c(C(=O)NC2CC2)c(O)c2cc(OC)c(OC)cc21
  -12%, 90, -4%, 0%, -14%, 3%, -2%

Next part.
Results follow in this order: HCV inh, HCMV antiviral, LmPK inh, AMA1 RON2 block, AmpC no deterg, Tb PYK inh, AmpC detergent
- CC(C)Cn1c(-c2cccs2)nc2nc3ccccc3nc21
  ?, ?, 7%, 3%, -20%, -1%, -12%
- CCOC(=O)C1CCN(CC(O)COCc2ccc(Cl)cc2)CC1 (stereo not drawn)
  9%, 7, -9%, 4%, -3%, 3%, -4%
- Cc1cc(C)c2c(=O)[nH]c(SCC(=O)Nc3ccc(Br)cc3)nc2n1
  3%, -6, -1%, 4%, -38%, -3%, 2%
- O=C(Cc1ccc(F)cc1)NCc1cccnc1
  5%, -4, 0%, -9%, -24%, -2%, 2%
- COc1ccc(Cl)cc1NC(=O)CN(C)C(=O)c1ccc(N2CCCCC2)c([N+](=O)[O-])c1
  ?, ?, ·, -4%, 66%[activator], 7%, 4%
- CSc1nnc(CNS(=O)(=O)c2ccc(F)cc2)n1C
  5%, -12, -1%, 14%, -5%, -4%, -14%
- CCOc1ccc(NCC(=O)N/N=C/C=C/c2ccccc2)cc1
  0%, -14, -6%, 26%, -50%, 2%, -4%
- COc1ccc2c(c1)c1ncnc(N3CCN(Cc4ccc5c(c4)OCO5)CC3)c1n2C
  ·, ·, 4%, ·, 102%[activator], ·, -9%
- COc1cccc(N2CCN(C(=O)c3ccc(Cl)c(S(=O)(=O)N4CCCCCC4)c3)CC2)c1
  ·, -17, ·, -6%, ·, -11%, ·
- N/C(CS(=O)(=O)c1ccccn1)=N\OC(=O)c1ccccc1Cl
  -3%, 28, 1%, 10%, -11%, 1%, 8%
- COc1ccc(CNC(=O)C2=C(C)C(=O)OC23CCCCC3)cc1OC
  ·, -27, ·, ·, ·, 4%, 15%
- Cc1cccc(OCC(=O)N2CCC(N3CCCCCC3)CC2)c1
  -2%, 5, -2%, -24%, -10%, ·, 5%
- COC(=O)[C@@]1(Cc2ccc(OC)cc2)[C@H]2c3cc(C(=O)N(C)C)n(CCSCCO)c3C[C@H]2CN1C(=O)c1ccccc1
  10%, ·, 4%, 9%, 370%[activator], 4%, 3%
- COC(=O)CNC(=O)C1Nc2ccc(OC(F)(F)F)cc2C2C=CCC12 (stereo not drawn)
  -14%, -2, ·, 13%, ·, -1%, ·
- O=c1[nH]c(Nc2ccccc2)cc2cc(Br)ccc12
  3%[8.37 µM], -12, ·, 20%, ·, -2%, ·
- O=c1ccc(-c2nc3cc(Cl)ccc3n2Cc2ccccc2)c[nH]1
  20%, 29, 8%, -7%, 45%, -2%, 4%
- Cn1cc(/C(Cc2ccccc2)=N\O)c2ccccc21
  ?, 56, 18%, -2%, -38%, 0%, -15%
- CN(CCCNC(=O)C1CCCN(S(=O)(=O)c2cnc[nH]2)C1)c1ccccc1 (stereo not drawn)
  4%, -23, 1%, -6%, 21%, -7%, 11%
- Cc1ccc(NC(=O)c2nc3nccc(C)n3n2)c(C)c1
  0%, 76, -4%, 11%, -8%[11.4 µM], 1%, ?
- CC(C)c1cccc(-c2csc(C(C)(O)c3cccc(F)c3)n2)c1 (stereo not drawn)
  ·, -26, ·, 0%, ·, 4%, ·

Continuation:
Results follow in this order: HCV inh, HCMV antiviral, LmPK inh, AMA1 RON2 block, AmpC no deterg, Tb PYK inh, AmpC detergent
- Cc1ccc(S(=O)(=O)N2CCN(c3ccccc3)CC2)cc1
  16%, -6, 7%, 8%, -36%, -5%, ?
- CC(=O)N(C)c1ccc(NC(=O)C(c2ccccc2)c2ccccc2)cc1
  -4%, 266, ·, 7%, ·, 2%, ·
- CCOC(=O)c1c(NCc2ccccc2)n[nH]c1C
  -12%, 14, -3%, 11%, -12%, -1%, ?
- Cc1nc(CCNC(=O)Cc2ccc(F)cc2)cs1
  9%, -22, -2%, -1%, -6%, -1%, -9%
- CCOC(=O)c1[nH]c(C)c(C(=O)c2ccc(C)cc2)c1C
  ·, 1, 2%, -12%, -13%, -4%, -4%
- CC(=O)N(C)c1ccc(NC(=O)Nc2cccc3ccccc23)cc1
  13µM*, 11, -6%, -4%, 6%, 0%, 5%
- O=C(CCCN1C(=O)c2cccc3cccc(c23)C1=O)NCc1cccs1
  2%, ?, 1%, -2%, -13%, 2%, 3%
- Cc1ccc(CN2CCNC(=O)C2CC(=O)O)cc1 (stereo not drawn)
  12%, 19, 1%, 0%, -1%, -6%, -8%
- CC(=O)c1ccc(OCCCOc2cccc3cccnc23)cc1
  -13%, 17, -3%, -3%, 158%, 0%, -12%
- Cc1cccc(NS(=O)(=O)c2coc(C(N)=O)c2)c1C
  10%, 2, 1%, 0%, -7%, 2%, -9%
- O=C(C[n+]1ccccc1)Nc1ccccc1C(F)(F)F
  21%, 6, -1%, 11%, -24%, 2%, -5%
- Nc1ccc2nc(CCCCCCCCc3nc4ccc(N)cc4[nH]3)[nH]c2c1
  7%, -14, -1%, -3%, -27%, 1%, 1%
- CCNc1cc(N2CCNCC2)ccc1[N+](=O)[O-]
  ·, ·, 0%, ·, -25%, ·, 5%
- C=CCSc1nsc(NC(=O)Nc2cccc(C(C)=O)c2)n1
  ?, -101*, -7%, 12%, -53%, -6%, ?
- NS(=O)(=O)c1cccc(NC(=O)/C=C/c2cccs2)c1
  2%, 40, 0%, 0%, -25%, -4%, -2%
- COCCNc1ncnc2nc[nH]c12
  9%, -33, 0%, 30%, -5%, 1%, ?
- Cn1cnc([N+](=O)[O-])c1Sc1n[nH]c(N)n1
  20%, 2, -3%, -3%, -4%, -8%, 2%
- COc1c(O)ccc2c1CN1CCc3cc4c(cc3C1C2)OCO4 (stereo not drawn)
  ?, ·, -29%, 0%, -27%, 4%, -12%
- COC(=O)C1=C(C)N=C2SC(C#N)=C(N)N2C1c1ccc(OC)cc1 (stereo not drawn)
  19%, 33, -1%, 1%, -20%, -18%, 3%
- O=C(OCc1ccccc1)C1=NNC2C(=O)N(c3ccc(Br)cc3)C(=O)C12 (stereo not drawn)
  6%, 14, -3%, 11%, -29%, 3%, 3%
- Cc1ccc([C@H]2C(C(=O)O)=C[C@@H](C(C)(C)C)N2S(=O)(=O)c2ccc(C)cc2)cc1
  16%, -26, ·, 0%, -1%, -4%, ·
- CN(C)S(=O)(=O)c1cccc(NC(=S)N(CCC#N)Cc2cccnc2)c1
  20%, 1, 3%, 10%, 116%[activator], -6%, -7%
- CCC1(c2ccccc2)NC(=S)N(c2ccc(C)cc2)N1 (stereo not drawn)
  0%, -16, -13%, 53%[activator], -35%, ?, ?

Three entries drawn at random from those above, as already listed:
Results follow in this order: HCV inh, HCMV antiviral, LmPK inh, AMA1 RON2 block, AmpC no deterg, Tb PYK inh, AmpC detergent
- O=C(Cn1ncc2ccsc2c1=O)N1CCC2(CC1)OCCO2
  -23%, 17, 2%, -1%, -14%, 0%, -1%
- COC(=O)C1=C(C)N=C2SC(C#N)=C(N)N2C1c1ccc(OC)cc1 (stereo not drawn)
  19%, 33, -1%, 1%, -20%, -18%, 3%
- COc1ccc2c(c1)c1ncnc(N3CCN(Cc4ccc5c(c4)OCO5)CC3)c1n2C
  ·, ·, 4%, ·, 102%[activator], ·, -9%
